NPY2 pot ag – potentiates or activates human NPY-Y2 receptor; AID 1359; 220,000 compounds, 0.45% hits; cells expressing NPY-Y2, potentiator/agonist read-out; P49146; activation, % at 3.6 µM; in the data active = activation above about 27%;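 also: cells stimulated with NPY near EC25 plus isoproterenol at EC100; 0% = vehicle plus submaximal agonist and 100% = vehicle plus saturating agonist; some results beyond the cut were filed as inactive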
Mdm2 ligase inh – Mdm2 E3 ligase (human) inhibition; cell-based MDM2 ubiquitination luciferase reporter, 2 h; 0 = plate control, 100 = twice control, blank-subtracted; signal enhancement, % at 5 µM; 210,000 compounds, 0.11% hits; AID 1230;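 active = signal enhancement of 30% or more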;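 also: luminescence tracks abundance of the self-degrading MDM2-luciferase fusion protein; higher signal means inhibition of MDM2 E3 ligase activity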
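Assay system: mammalian cells stably expressing self-ubiquitinating, self-degrading MDM2 E3–luciferase fusion. Quantity: 2000 cells in each well. Medium: DMEM culture medium. Compound dosing: single-point 5 µM. Timing: cell settling 4 h, compound treatment 2 h, both 37 °C. Technique: luciferase luminescence. Read-out basis: percent signal gain over controls, blank-subtracted. Benchmarks: plate controls and plate blanks.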
Wee1 degr inh – blocks degradation of human Wee1 kinase | HeLa Luc-Wee1K328M stability, luciferase luminescence; 100% = proteasome inhibitor MG132 effect | P30291 | reporter increase, % at 5 µM | AID 1321 | 220,000 compounds, 1.2% hits;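 active = activation above the mean of all tested compounds plus 3 SD, set per screening run, cut at about 8.8% in these data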;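 also: cells exposed to compound for 20 h before luminescence read; 0% = DMSO alone and 100% = MG132 at 30 µM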
eIF4E 4G PPI – blocks eIF4E binding to eIF4G; P63073+Q04637; TR-FRET eIF4E-eIF4GI(517-606) binding, 2 h; inhibition, % at 21.7 µM; AID 782; 220,000 compounds, 0.37% hits;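 active = inhibition above about 30%, limit read from the data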;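 also: 0% = full FRET control wells and 100% = background wells lacking eIF4GI fragment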
BaF3 parental – parental Ba/F3 viability inhibition as JAK2V617F counter-screen. 220,000 compounds, 1.1% hits. inhibition, % at 5.6 µM. CellTiter-Glo ATP luminescence;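 active = inhibition above a per-campaign cutoff, the mean inhibition of all tested compounds plus 3 SD, cut at about 27% in these data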;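 also: 0% = DMSO wells and 100% = JAK Inhibitor I control wells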
Ba/F3 V617F tox – reduce viability of Ba/F3 cells dependent on JAK2V617F. Ba/F3 EpoR-JAK2V617F viability, ATP luminescence. 220,000 compounds, 1.1% hits. inhibition, % at 5.6 µM;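 active = inhibition above the campaign mean plus 3 SD over all tested compounds, cut at about 24% in these data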;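 also: cytokine-independent growth of Ba/F3 cells driven by EpoR plus mutant JAK2; 0% = DMSO-treated cells and 100% = JAK inhibitor I control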
S1P4 antagonist – antagonists of human S1P4 receptor; S1P4-expressing cells, antagonist mode, reporter read-out; inhibition, % at 4.98 µM; 220,000 compounds, 0.26% hits; AID 1510; in the data active = inhibition above about 29%;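 also: 0% = wells stimulated with agonist and 100% = vehicle wells without agonist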
PERK inh – blocks human PERK kinase; Q9NZJ5; inhibition, % at 5.6 µM; CHO PERK-DD fusion, SEAP luminescence translation reporter; 220,000 compounds, 0.17% hits;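 active = inhibition above the mean inhibition of all tested compounds plus 3 SD, set separately per screening campaign, cut at about 2.9% in these data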;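 also: PERK kinase domain activated by AP20187 dimerizer at 100 nM; 0% = DMSO with dimerizer and 100% = rapamycin at 8.4 µM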
Target sequence (Q9NZJ5 whole entry, looked up, the tested form may be a part): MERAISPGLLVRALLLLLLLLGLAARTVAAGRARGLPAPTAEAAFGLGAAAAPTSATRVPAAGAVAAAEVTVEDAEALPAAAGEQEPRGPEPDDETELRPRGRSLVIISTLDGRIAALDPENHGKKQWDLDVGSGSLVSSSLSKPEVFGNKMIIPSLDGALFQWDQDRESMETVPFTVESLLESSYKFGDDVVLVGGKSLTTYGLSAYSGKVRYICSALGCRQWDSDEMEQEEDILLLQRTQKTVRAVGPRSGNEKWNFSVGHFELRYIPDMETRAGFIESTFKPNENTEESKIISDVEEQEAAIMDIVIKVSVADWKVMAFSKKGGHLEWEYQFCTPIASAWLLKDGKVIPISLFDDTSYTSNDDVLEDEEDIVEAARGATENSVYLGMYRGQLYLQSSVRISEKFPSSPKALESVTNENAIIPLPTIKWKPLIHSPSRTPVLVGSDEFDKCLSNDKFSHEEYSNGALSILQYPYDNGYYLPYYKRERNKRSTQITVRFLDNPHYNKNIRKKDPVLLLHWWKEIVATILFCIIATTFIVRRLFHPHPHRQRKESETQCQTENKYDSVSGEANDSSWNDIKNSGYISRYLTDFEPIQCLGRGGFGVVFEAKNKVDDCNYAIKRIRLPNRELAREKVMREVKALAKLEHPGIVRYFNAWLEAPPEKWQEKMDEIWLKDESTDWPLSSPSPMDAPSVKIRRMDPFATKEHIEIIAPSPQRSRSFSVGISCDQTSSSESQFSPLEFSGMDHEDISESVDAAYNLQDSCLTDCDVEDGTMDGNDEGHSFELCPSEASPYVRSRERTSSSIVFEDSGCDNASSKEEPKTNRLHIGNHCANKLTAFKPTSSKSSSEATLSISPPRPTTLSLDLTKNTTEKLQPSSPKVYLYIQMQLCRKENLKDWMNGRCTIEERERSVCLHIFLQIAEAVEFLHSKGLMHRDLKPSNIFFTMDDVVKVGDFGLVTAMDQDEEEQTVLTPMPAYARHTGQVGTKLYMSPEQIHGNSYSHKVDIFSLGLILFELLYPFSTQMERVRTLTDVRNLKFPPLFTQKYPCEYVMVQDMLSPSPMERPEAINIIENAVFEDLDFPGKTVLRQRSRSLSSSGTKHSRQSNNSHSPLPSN
S1P4 agonist – human S1P4 receptor agonism; S1P4-expressing cell line, agonist reporter assay; activation, % at 4.98 µM; 220,000 compounds, 0.35% hits; O95977; in the data active = activation above about 11%;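 also: 0% = DMSO vehicle and 100% = reference agonist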
* = called active by the depositor; . = no result given; [ ] = dose if it differs, or a comment.

SMILES	NPY2 pot ag	Mdm2 ligase inh	Wee1 degr inh	eIF4E 4G PPI	BaF3 parental	Ba/F3 V617F tox	S1P4 antagonist	PERK inh	S1P4 agonist
Cc1cc(Nc2ccccc2)nn1C(=O)c1ccccc1	22.1	-3.5	-2.8	11.6[fluorescence artefact?]	-1.2	-4.9	7.0	1.7	0.3
C=CCOc1ccccc1CN1CCSCC1	-26.7	-1.6	-0.3	-10.8[fluorescence artefact?]	10.3	-2.4	-2.5	0.1	-0.5
O=C(NCc1ccccc1F)c1ccc(S(=O)(=O)Nc2cccc(C(F)(F)F)c2)cc1	13.1	11.1	-3.9	20.8	0.5	-0.9	-6.7	0.6	0.6
O=c1oc2c(CN3CCOCC3)c(O)c(Cl)cc2c2c1CCC2	-2.7	-5.3	-2.6	1.8	6.9	6.7	-7.0	0.0	5.4
CCCOc1ccccc1C1C(C(=O)OC)=CN(C(C)C)C=C1C(=O)OC	-2.2	-9.4	-1.3	3.6	6.7	2.0	-8.2	-0.5	18.0*
O=C(CCn1c(SCC(=O)NCc2ccco2)nc2ccccc2c1=O)NCCc1ccccc1	-12.5	3.2	0.4	7.0	6.0	1.6	-1.6	-0.6	1.8
CNc1ccc([N+](=O)[O-])cc1-c1nc2ccccc2[nH]c1=O	20.3	-16.3	-1.5	17.9	0.3	-0.5	-4.2	1.0	1.2
O=C(CCc1nc2ccccc2[nH]c1=O)OCC(=O)c1ccc(Cl)cc1	-1.8	-7.7	-1.0	-3.3	0.3	-2.5	-13.0	1.2	-1.0
COc1ccc(-c2cnc(SCC(=O)Nc3nc(C(C)(C)C)cs3)n2Cc2ccco2)cc1	-11.7	-6.3	-2.6	-0.5	5.4	5.5	3.0	-0.5	-0.2
CCOc1ccc(-c2nnc(N3CCCCC3)c3ccccc23)cc1	-10.3	-12.9	6.4	-4.8	1.7	-3.2	4.2	0.9	2.8
CCNC(=O)CSc1nnc(-c2ccc(OC)cc2)n1CC(C)C	-3.9	-11.6	0.0	-10.5	3.9	2.3	-23.9	-0.2	-0.1
Nc1cccc(C(=O)Nc2ccco2)c1	10.8	7.8	-1.9	7.7[fluorescence artefact?]	4.5	-0.6	-1.7	1.3	-1.1
CCC(c1nnnn1Cc1ccco1)N(CCc1ccccc1)Cc1cc2ccc(OC)cc2[nH]c1=O (centres undefined)	-6.9	-23.7	-2.1	-18.2	5.5	1.2	14.8	0.6	-0.4
COc1ccc(CNC(=O)COC(=O)c2ccc(F)c(S(=O)(=O)N3CCCCC3)c2)cc1OC	-8.3	-11.7	1.2	0.2	3.6	-3.1	-3.1	-1.3	1.0
COc1cccc(NC(=O)Cn2c(=O)n(-c3ccccc3)c(=O)c3sccc32)c1	-0.5	3.3	1.8	1.8	5.8	5.9	-5.6	-0.4	-0.9
Cc1ccc(C(=O)N/C(=C\c2cccs2)C(=O)NC2CCCCC2)cc1	-5.5	-10.5	-1.8	5.2[fluorescence artefact?]	-0.7	-2.1	-15.4	-1.3	0.5
CCN(CC(=O)Nc1ccc(OC)cc1)CC(=O)Nc1ccc(Cl)cc1F	-30.3	-7.5	-0.9	-1.2	2.5	-0.5	-20.5	0.4	0.6
CCCc1nnc(NC(=O)C(C)N2C(=O)C3C4C=CC(C4)C3C2=O)s1 (centres undefined)	10.1	5.6	2.3	3.5[fluorescence artefact?]	4.0	-2.4	-6.9	0.4	0.0
CC(=O)Nc1ccc(N2C(=O)CC(c3ccccc3)CC2=O)cc1	2.4	-1.0	-2.2	-4.7[fluorescence artefact?]	3.6	5.7	0.1	-0.5	-2.8
O=S1(=O)c2ccccc2N=NN1Cc1ccc(Cl)c(Cl)c1	-0.3	-6.1	1.0	0.8	2.5	-0.5	15.8	0.2	-2.6
O=C(c1ccc2c(c1)OCCO2)N1CCCCC1	-3.0	-18.5	-3.2	4.7	7.5	0.6	-5.5	0.7	-1.8
COc1ccccc1Nc1nc(NCCO)c2ccccc2n1	9.0	-15.9	0.2	-7.1	5.4	-3.6	8.0	-0.2	-2.7
CC(=O)COc1ccccc1OC(=O)c1ccco1	7.1	-9.5	-1.4	-0.5[fluorescence artefact?]	1.8	4.3	1.6	0.2	2.4
CCOC(=O)c1cc(C#N)c(C)nc1N(CC)CC	-2.5	-9.2	-1.4	-3.0	2.2	-3.5	-3.5	0.3	-0.3
Cc1ccc2nc(C3CCN(C(=O)NCc4ccccc4)CC3)[nH]c2c1	-27.0	-6.5	1.4	-3.5	6.3	2.2	2.2	0.8	0.6

Other compounds follow:
SMILES	NPY2 pot ag	Mdm2 ligase inh	Wee1 degr inh	eIF4E 4G PPI	BaF3 parental	Ba/F3 V617F tox	S1P4 antagonist	PERK inh	S1P4 agonist
CC(=O)c1cc2c(cc1NC(=O)C1CCC1)OCO2	6.3	8.8	0.2	4.0	1.2	-3.9	-6.7	0.6	0.1
COc1ccc(CCNC(=O)c2nn(C)cc2Cl)cc1	-7.0	-8.2	-1.3	4.3	-1.1	3.2	-2.2	-1.6	3.5
CC(/C=C/c1ccc(Cl)o1)=C\C(=O)O	-13.6	.	-1.1	.	3.3	-4.3	-27.0	1.2	-1.0
CC(=O)C1=C(O)C(=O)N(CC#N)C1c1cccs1 (centres undefined)	-0.4	8.7	-0.9	5.0	2.3	-0.6	-4.3	0.9	-1.1
CCCc1[nH]nc2c1C(/C(C)=C/c1ccccc1)C(C#N)=C(N)O2 (centres undefined)	-1.7	-17.7	0.3	-0.8	-2.2	-5.0	8.1	0.8	0.7
O=C(Nc1nnc(CSCc2ccc(Cl)cc2)s1)c1cccc([N+](=O)[O-])c1	6.9	3.9	2.1	-1.3	4.7	-2.4	-19.4	1.4	5.1
COC1CCCCC1Nc1cc(C)cc(C)c1 (centres undefined)	-11.0	-16.9	1.1	-0.9	6.8	0.9	-10.5	-0.7	0.8
CC(=O)c1ccc(-n2nnnc2SCC(=O)N2CCN(C(=O)c3ccco3)CC2)cc1	-15.7	-9.9	2.8	4.8	2.1	-4.4	-9.8	1.3	1.4
CCC(C)NC(=O)CC1Oc2ccc(Cl)cc2NC1=O (centres undefined)	2.6	-15.4	-0.8	3.6	6.5	3.1	-7.2	-0.6	-3.5
C/C(CCc1oc2c(Br)cc(Br)cc2c1-c1ccc(C)o1)=N\O	-0.4	14.3	-1.0	1.8	4.1	2.6	3.1	-1.1	0.4
O=C(Nc1nc(COc2ccccc2)cs1)C1CCC1	4.3	.	9.3*	3.4	4.1	-2.7	-13.2	0.7	1.6
Cc1[nH]c2ccccc2c1/C=C/c1nc2ccccc2c(=O)n1CCO	-5.7	-22.8	4.0	-1.9	3.0	0.4	4.4	-1.0	-0.3
COc1ccc(-c2cc3nc(-c4ccccc4)cc(N4CCC(O)CC4)n3n2)cc1	-10.2	-0.6	2.4	2.0	2.8	4.8	-5.3	-1.1	1.3
COc1cc(NC(=O)c2cccs2)ccc1NC(=O)c1ccccc1Cl	-17.1	-9.7	2.1	-3.5	7.7	4.6	-2.9	0.9	-0.7
O=C(c1cccs1)N1CCC(C(=O)N2CCN(Cc3ccc4c(c3)OCO4)CC2)CC1	-11.0	-91.8	3.0	1.9	3.1	4.2	-4.3	-0.1	-3.5
CCN1CCN(S(=O)(=O)c2ccc(S(=O)(=O)N(CC)Cc3ccccc3)cc2)CC1	-8.1	9.0	-1.0	-6.1	4.1	-1.5	-2.5	-1.7	-1.4
CC(C)(C)C(=O)N1CCC(O)(CS(=O)(=O)Cc2ccc(Cl)cc2)CC1	6.5	-9.8	2.8	-4.6[fluorescence artefact?]	4.0	-1.5	-12.5	1.8	2.8
C=CCn1c[n+](CC(=O)c2ccc(Br)s2)c2ccccc21	-3.6	-4.1	1.1	3.6	0.5	-3.1	-5.2	0.9	-0.2
CCCn1c(SCC(=O)c2ccc3c(c2)OCCO3)nnc1C(C)C	-9.0	-15.2	-2.0	-3.9	-1.1	-1.3	9.8	0.2	-1.7
CC(NC(=O)Cc1cccs1)c1ccccc1 (centres undefined)	-3.2	5.3	-1.6	-1.7	4.2	-0.5	-1.3	1.1	1.3
O=S(=O)(c1ccccc1Cl)N1CCCC1c1nc(-c2cccc(Cl)c2)no1 (centres undefined)	-22.7	-1.6	5.9	0.9	12.0	2.8	11.6	0.3	-1.6
O=C(Cn1c(C(F)(F)F)nc2ccccc21)NCCCN1CCOCC1	6.1	2.4	7.0	3.1	1.0	-1.9	-4.0	0.5	1.5
c1csc(-c2nc3ccccc3[nH]2)c1	3.7	-8.2	-1.5	2.2	3.0	-2.6	-131.6	1.2	0.1
COC(=O)c1sccc1NC(=O)c1ccc(C)o1	-13.4	-5.6	-0.9	-4.7	0.9	-2.6	-12.3	1.1	0.3
C=CCN1C(=O)/C(=C/C=C2/N(CC)c3ccc(S(=O)(=O)N(C)C)cc3N2CC)SC1=S	5.3	-14.6	4.3	-2.7	1.2	0.9	12.0	0.2	-0.5

Continued.
SMILES	NPY2 pot ag	Mdm2 ligase inh	Wee1 degr inh	eIF4E 4G PPI	BaF3 parental	Ba/F3 V617F tox	S1P4 antagonist	PERK inh	S1P4 agonist
CCCNC(=O)Cn1cnc2sc(C(=O)N3CCN(c4ccc(F)cc4)CC3)c(C)c2c1=O	-2.9	-1.8	0.2	6.4	0.3	-0.5	8.1	-0.3	-1.1
O=C1COc2ccc(S(=O)(=O)N3CCc4ccccc43)cc2N1	12.1	.	-3.4	-2.2	-3.2	4.1	1.7	1.6	0.6
O=C(NCC1CCCO1)c1ccc(COc2ccc(Br)cc2)cc1 (centres undefined)	1.1	-21.9	-2.7	-6.1	1.1	-5.0	-5.7	0.2	2.6
O=C(c1ccc(-c2ccccc2)cc1)N1CCN(C(=O)c2ccco2)CC1	12.1	-11.9	-2.5	2.9[fluorescence artefact?]	3.2	0.7	-5.0	0.3	2.0
CC12CCC(c3c(C(=O)Nc4nccs4)nn(-c4ccccc4)c31)C2(C)C (centres undefined)	-2.9	-31.3	-0.9	-2.0	0.5	-2.1	5.8	-0.4	1.2
O=C(NCc1cccnc1)C1c2ccccc2C(=O)N1Cc1ccco1 (centres undefined)	-1.7	-12.2	1.3	-4.3[fluorescence artefact?]	-0.4	-3.6	-27.5	0.1	-4.1
COc1cc(C=O)c(Br)cc1OC1CCCC1	-0.9	-1.6	1.7	1.4	2.9	-2.5	-18.6	1.7	-3.7
N#CCCN(C(=O)Nc1ccc(Cl)c(Cl)c1)c1ccccc1	14.5	-10.0	1.0	3.2	-1.1	-3.7	7.3	-0.2	1.2
COC(=O)c1cc(C(=O)Nc2ccc(S(N)(=O)=O)cc2)cc([N+](=O)[O-])c1	-1.5	-9.9	-0.1	-0.1	1.9	1.1	-23.5	0.0	-1.0
CCOC(=O)c1cccc(NC(=O)CCc2c(C)nc3ncnn3c2C)c1	11.1	1.6	4.5	-6.3	0.9	-2.5	13.2	-0.2	0.6
Cc1c(C(=O)OCc2ccccc2)nnn1-c1nonc1N	3.5	-15.7	-0.4	0.8	2.8	1.5	-4.8	0.5	1.9

Quoted at random: three entries already listed.
SMILES	NPY2 pot ag	Mdm2 ligase inh	Wee1 degr inh	eIF4E 4G PPI	BaF3 parental	Ba/F3 V617F tox	S1P4 antagonist	PERK inh	S1P4 agonist
N#CCCN(C(=O)Nc1ccc(Cl)c(Cl)c1)c1ccccc1	14.5	-10.0	1.0	3.2	-1.1	-3.7	7.3	-0.2	1.2
O=C(NCC1CCCO1)c1ccc(COc2ccc(Br)cc2)cc1 (centres undefined)	1.1	-21.9	-2.7	-6.1	1.1	-5.0	-5.7	0.2	2.6
CCOC(=O)c1cccc(NC(=O)CCc2c(C)nc3ncnn3c2C)c1	11.1	1.6	4.5	-6.3	0.9	-2.5	13.2	-0.2	0.6
